GalR3 antag = antagonists of human GalR3. O60755. 360,000 compounds, 0.44% hits. AID 651719. inhibition, % at 3 µM. HEK293 GalR3-CNG cAMP membrane potential fluorescence; galR3 body fused to GalR1 C-terminus;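 active = inhibition above the screen-wide average plus 3 SD, cut at about 13% in these data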;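 also: forskolin and galanin both at EC90 stimulate the cells; cAMP rise reported by CNG channel membrane potential dye signal; 0% = forskolin plus galanin with DMSO and 100% = forskolin alone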
MEKK3 PB1 HTS = raises or lowers MEK5 binding to the human MEKK3 PB1 domain | Q99759 | bead-based flow cytometry, Alexa488-MEK5 binding to MEKK3; actives lie on both sides; 0 = blocked by unlabeled MEK5, 100 = vehicle | binding response (% of control), % at 10 µM | 290,000 compounds, 1.4% hits | AID 1529;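 active = binding response more than 3 SD above or below the average of its plate-row segment, actives on both sides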;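 also: Alexa488 bead fluorescence after subtracting the streptavidin-only scavenger bead signal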
MEKK2 WT-MEK5 = raises or lowers MEK5 binding to wildtype human MEKK2 PB1 domain; Q9Y2U5; bead flow cytometry, Alexa488-MEK5 binding to MEKK2 WT; actives lie on both sides; binding response (% of control), % at 10 µM; 290,000 compounds, 1.1% hits; AID 1531; in the data active = binding response below about 67% or above about 130%
PHOSPHO1 block = PHOSPHO1 (human) inhibition; 290,000 compounds, 1.1% hits; recombinant PHOSPHO1, absorbance phosphatase assay; inhibition, % at 13.3 µM; Q8TCT1; in the data active = inhibition above about 60%
Target sequence (Q8TCT1 whole entry, looked up): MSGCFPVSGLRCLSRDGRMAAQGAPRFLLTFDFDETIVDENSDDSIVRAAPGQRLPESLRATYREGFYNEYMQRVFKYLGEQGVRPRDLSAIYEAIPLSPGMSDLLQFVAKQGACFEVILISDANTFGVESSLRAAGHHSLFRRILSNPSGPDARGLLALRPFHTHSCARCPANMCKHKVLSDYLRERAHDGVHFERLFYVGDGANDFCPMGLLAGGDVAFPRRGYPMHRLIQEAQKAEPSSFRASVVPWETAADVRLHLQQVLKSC
MEKK2mut PB1 HTS = signal of MEK5 binding to mutant human MEKK2 PB1 domain | bead flow cytometry, Alexa488-MEK5 binding to MEKK2 mutant | percent response, % at 10 µM | 290,000 compounds, 0.35% hits | AID 1530; in the data active = percent response above about 24%, passing the limit was not always enough; also: inactives centre near 1; some results filed as inactive read as strong as hits; reference of the scale not given here
NALP1 inh = inhibitors of NALP1 inflammasome in yeast | S. cerevisiae NALP1/ASC/caspase-1 growth, X-gal OD620, 72 h | inhibition, % at 10 µM | 280,000 compounds, 0.61% hits | AID 2071; in the data active = inhibition mostly above about 24%, no sharp cut-off; inactive = mostly below about 32%; also: some compounds called inactive have numbers as strong as hits
V1aR counter = counter-screen for oxytocin receptor agonists: human V1a receptor agonists; 320,000 compounds, 0.25% hits; P37288; activation, % at 3 µM; CHO-V1R cells, Fluo-8 calcium fluorescence, agonist mode; 0% DMSO, 100% 3 nM vasopressin;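 active = activation above the mean activation of all tested compounds plus 3 SD, per screening run, cut at about 20% in these data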;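 also: signal is peak over basal fluorescence ratio across a 100 second FLIPR read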
Target sequence (P37288 whole entry, looked up): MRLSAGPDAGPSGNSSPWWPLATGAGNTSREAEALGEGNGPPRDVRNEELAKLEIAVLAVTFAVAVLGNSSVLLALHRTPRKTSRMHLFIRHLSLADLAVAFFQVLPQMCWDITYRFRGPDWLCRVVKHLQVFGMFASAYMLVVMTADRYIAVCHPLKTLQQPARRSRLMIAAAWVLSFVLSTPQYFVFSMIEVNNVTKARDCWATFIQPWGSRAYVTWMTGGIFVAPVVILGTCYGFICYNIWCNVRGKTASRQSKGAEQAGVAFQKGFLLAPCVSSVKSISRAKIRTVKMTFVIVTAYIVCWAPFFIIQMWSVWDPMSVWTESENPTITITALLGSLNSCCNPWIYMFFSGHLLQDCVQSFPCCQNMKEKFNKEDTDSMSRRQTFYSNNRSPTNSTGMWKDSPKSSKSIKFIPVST
OXTR ag = human OXTR agonism | P30559 | CHO-OTR cells, Fluo-8 calcium fluorescence; normalized: DMSO 0%, oxytocin 100% | activation, % at 3 µM | 320,000 compounds, 0.32% hits | AID 2435;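 active = activation above the mean of all tested compounds plus 3 SD, cutoff set per screening run, cut at about 20% in these data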;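 also: peak over basal fluorescence ratio from a 100 s FLIPR kinetic read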
GPR7 antag = blocks human GPR7 receptor signaling; P48145; GPR7-expressing cells, fluorescence antagonist assay; inhibition, % at 4.4 µM; 290,000 compounds, 1.1% hits; AID 1861; in the data active = inhibition above about 16%, passing the limit was not always enough;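 also: cells stimulated with the agonist NPW; 0% = agonist with vehicle and 100% = vehicle without agonist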
Target sequence (P48145 whole entry, looked up): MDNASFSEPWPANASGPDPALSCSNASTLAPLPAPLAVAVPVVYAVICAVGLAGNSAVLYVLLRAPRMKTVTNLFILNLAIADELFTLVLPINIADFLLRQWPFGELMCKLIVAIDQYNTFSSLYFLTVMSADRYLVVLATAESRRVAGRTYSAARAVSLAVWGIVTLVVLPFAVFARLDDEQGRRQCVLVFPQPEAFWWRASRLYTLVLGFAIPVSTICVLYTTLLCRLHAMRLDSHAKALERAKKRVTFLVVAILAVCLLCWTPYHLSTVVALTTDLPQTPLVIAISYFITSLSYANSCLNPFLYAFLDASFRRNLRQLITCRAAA
The depositor's hits bear a star; / = not tested or not shown.

SMILES	GalR3 antag	MEKK3 PB1 HTS	MEKK2 WT-MEK5	PHOSPHO1 block	MEKK2mut PB1 HTS	NALP1 inh	V1aR counter	OXTR ag	GPR7 antag
Cc1ccc(NC(=O)c2cccc(S(=O)(=O)N3CCN(c4ccc(F)cc4)CC3)c2)nc1	-5	100	105	32	3	10	4.9	3.2	7
COc1ccc(-c2noc(CCC(=O)NCCc3cccc(C)c3)n2)cc1	-5	107	102	-5	8	29	1.7	-0.2	2
CN(C(=O)CC(NC(=O)c1ccccc1)(c1ccccc1)c1ccccc1)c1ccccc1	-4	103	96	20	0	4	2.1	-2.6	-11
COC(=O)C1=C(C(=O)OC)SC(=C2C(=S)C(C)(C)N(C(=O)CC(C)C)c3ccccc32)S1	-9	91	90	84*	1	25	-0.4	-0.4	5
CC(C)(C)c1cc(CN(CCO)CCO)c(O)c(C(C)(C)C)c1	-3	92	87	32	-3	7	-0.8	-0.2	-10
CS(=O)(=O)N(CC(N)=O)Cc1ccc(Cl)cc1	4	103	104	14	1	0	-0.7	0.1	-14
CCSc1nc(N2CCOCC2)c2ccccc2n1	-5	/	/	-51	/	13	-0.8	0.2	-9
CCOc1ccccc1N(C(=O)c1ccco1)C(C(=O)NC1CCCC1)c1cccnc1 (configuration not stated)	-1	105	98	10	-2	6	-1.0	-1.7	10
CC(C)Cc1nnc(NC(=O)CCC(=O)N2CCN(Cc3ccc(Cl)cc3)CC2)s1	1	99	100	28	2	-13	12	11	4
CCOc1c(N2CCCCC2)c(=O)c1=O	-5	101	102	3	1	14	1.7	0.4	-16
O=C(NCC1CCCO1)c1nn2c(c1Cl)NC(c1ccc(F)cc1)CC2C(F)(F)F (configuration not stated)	-6	99	103	14	-1	10	3.3	4.0	4
O=c1cc(O)c2ccccc2n1Cc1ccccc1F	1	109	104	40	-1	-2	-0.4	-0.6	-5
O=C(NCC(=O)N(c1cccnc1)C(C(=O)NC1CCCCC1)c1ccccc1F)c1ccco1 (configuration not stated)	-2	101	103	35	4	6	-0.3	-0.5	-20
C=CCSC1=C(C#N)C(c2ccccc2Cl)C(C(=O)c2cccs2)C(O)(C(F)(F)F)N1 (configuration not stated)	-2	106	97	16	-2	5	1.6	0.1	-3
CCOC(=O)COc1cc(O)c2c(=O)cc(-c3ccccc3)oc2c1	-3	98	90	22	-6	9	0.3	-0.7	-6
Cc1ccc(C(=O)NCc2ccc3c(c2)OCO3)c(C)c1	1	104	105	36	3	4	-1.3	-0.7	-3
O=C(Nc1cccc(NC(=O)c2ccccc2F)c1)c1ccccc1	-12	106	111	18	6	15	5.3	2.6	-12
Cc1nnc2ccc(Oc3ccc(-c4ccccc4)cc3)nn12	-6	104	101	18	10	0	7.2	12	-2
CCOC(=O)c1cc(-c2csc(Nc3ccccc3Cl)n2)on1	1	91	96	36	-12	15	0.7	-2.7	-7
COc1cc(/C=c2/sc3nc(-c4ccccc4)c(-c4ccccc4)n3c2=O)cc(OC)c1OC	-1	121	100	4	0	18	1.1	-1.6	0
CC(C)C(c1nnnn1C1CCCC1)N1CCc2ccccc21 (configuration not stated)	-4	88	87	21	-7	15	-1.7	-2.5	10
CCOc1ccc(C(C)=O)cc1N1C(=O)C2C(C1=O)C1C=CC2C12CC2 (configuration not stated)	-6	95	95	19	-1	12	0.4	0.6	2
CC(=O)N1CCc2cc(S(=O)(=O)NCCC(=O)NC3CCN(Cc4ccccc4)CC3)ccc21	-4	108	107	3	10	14	-0.1	1.4	-3
COc1ccc(CNC(=S)Nc2ccc(S(N)(=O)=O)cc2)cc1	-5	98	98	3	-2	-10	1.2	-0.1	2
O=C(O)CCCNCc1ccccc1F	0	104	107	-7	7	-2	/	/	-1
CC(C)CCN1CCN(Cc2cccc3cccnc23)CC1CCO (configuration not stated)	0	99	98	28	-3	15	1.4	0.3	4
CC(=O)c1cccc(NC(=O)c2ccccc2-c2ccccc2C(=O)O)c1	-5	100	99	9	2	1	0.3	1.2	-11
COc1ccc(C2OC(=O)CC2C(=O)N2CCN(c3cc(Cl)ccc3C)CC2)cc1OC (configuration not stated)	/	96	102	-9	8	-11	0.8	-0.6	1
CCc1ccc(-c2cc(C)no2)cc1S(=O)(=O)NCCN1CCC(C)CC1	3	98	113	30	11	5	-0.3	-0.1	-2
COc1ccc(OC)c(NC(=O)CC2SC(=Nc3ccccc3)N(CCc3ccccn3)C2=O)c1 (configuration not stated)	-7	98	99	6	11	17	1.2	1.5	-3
Cc1ccc(C(=O)N2NC(c3ccccc3F)C3C(=O)N(c4cccc(C)c4)C(=O)C32)cc1 (configuration not stated)	-1	105	95	-14	-3	21	2.4	-0.4	13
O=C(Nc1ccccc1C(=O)NCc1cccnc1)c1cccc([N+](=O)[O-])c1	-4	103	104	51	2	-6	0.3	1.0	-7
C/C=C\C=C/C(=O)Nc1cccc(C2=NOC3(C2)C[C@@H](C(N)=O)N(C(=O)/C=C/CC)C3)c1 (some centres not stated)	/	92	87	26	2	/	1.3	-0.1	/
CCOC(=O)c1nnn(-c2nonc2N)c1-c1ccccc1Cl	-8	110	104	12	0	7	-0.9	-0.2	-9
O=S(=O)(c1ccccc1)N(C1=NCCS1)S(=O)(=O)c1ccccc1	-2	79	72	15	-8	-2	-0.1	0.3	-7
O=C(CSc1nc2[nH]ncc2c(=O)n1-c1ccc(Cl)c(Cl)c1)NCc1ccccc1Cl	-9	106	95	12	-5	-10	-1.0	-1.2	9
N#Cc1ccsc1NC(=O)CN1CCN(c2ccccn2)CC1	1	100	102	13	4	-8	0.6	-0.1	-1
COC(=O)NNC(=O)CCCOc1ccc(Cl)cc1Cl	-5	99	97	6	-2	27	1.6	0.8	-4
Cc1cc(N2CCCCC2)nc(N)n1	-6	104	103	-9	-2	27	1.1	0.7	43*
COc1ccc(/C=C/c2noc(-c3ccccc3OC(C)=O)n2)cc1	-12	101	104	13	5	22	0.0	-0.1	-12
CC(C)[C@@H]1N[C@]2(C(=O)Nc3ccccc32)[C@@H]2C(=O)N(c3cccc(C(F)(F)F)c3)C(=O)[C@@H]21	-4	101	93	-8	-3	18	0.0	-0.1	-5
COc1ccc(C(=O)N2CCN(c3ccc(C)cc3C)CC2)cc1OC	2	102	100	-3	8	15	4.3	1.8	-6
CCOC(=O)N1CCC(NC(=O)c2cccn3c(=O)c4cc(Br)ccc4nc23)CC1	4	100	92	7	1	-1	-0.2	-0.2	-2
CCOC(=O)C(C)Oc1c(Br)cc(C2NC(=O)NC(C)=C2C(C)=O)cc1OCC (configuration not stated)	-5	102	98	12	4	-9	-1.1	-0.6	-1
COc1ccccc1OCCC(=O)Nc1nc(C)cs1	-6	87	82	24	-23	/	-1.2	-0.4	-12
Cc1nc2ccccn2c1C(=O)Nc1ccc2c(c1)OCCO2	-7	132*	112	-35	7	1	-0.5	-1.6	-3
CCOC(=O)C1CCN(C(=O)c2sc3nc(-c4ccccc4)cn3c2C)CC1	-3	/	/	14	/	-12	1.0	-1.4	-1
Cc1nc2ccc(NC(=O)c3ccc([N+](=O)[O-])cc3)cc2s1	1	101	100	-2	1	25	4.1	2.7	-6
CN(C(=S)NC1CCCCC1)C1(c2ccccc2Cl)CCCCC1=O (configuration not stated)	-4	92	125	-26	6	9	-0.9	-2.7	1
O=C(CN1C(=O)NC2(CCCC2)C1=O)NCC1CCCO1 (configuration not stated)	1	99	99	-14	1	-4	0.4	-0.3	-21
COc1cc(/C=N/NC(=O)CN2CCCCC2)ccc1OCc1ccccc1	-3	90	96	11	-2	34	0.6	0.3	-1
Cc1ccc(CNC(=O)CCSCCC(=O)NCc2ccc(C)cc2)cc1	-2	108	114	9	4	9	2.5	-1.9	8
CSc1nc(-c2ccc(C)cc2)nc(N)c1C#N	-2	98	94	28	-9	4	5.9	-2.5	-12
O=CNCCCc1nc2ccccc2n1Cc1cccc2ccccc12	-5	104	105	-3	2	0	0.7	2.1	-6
CC(=O)NC1C(=O)Nc2c(C)cc(C)cc21 (configuration not stated)	-1	100	102	2	12	0	-0.6	0.1	-2
COC(=O)C1=C(C(=O)OC)[C@@H]2N(C)c3ccc(OC)cc3[C@@]23C[C@@H](C(=O)OC)N(C(=O)COCc2ccccc2)C3=N1	-5	96	95	/	-2	/	-0.3	-0.5	/
CCc1sc(C(=O)Nc2ccccc2N2CCOCC2)cc1C	-7	89	95	37	-2	11	-0.6	-2.9	-8
O=C(c1ccc(Cl)cc1)N1N=C(c2ccccn2)CC1(O)C(F)(F)F (configuration not stated)	0	99	97	10	-4	10	-0.5	-3.0	2
Cc1cc(-c2ccccc2)nc(Cl)c1C#N	-5	114	100	2	0	27	-1.2	-1.8	-12
O=C(Nc1nccs1)C1CC(=O)N(Cc2ccco2)C1 (configuration not stated)	-5	/	/	5	/	7	-0.1	0.4	1

Single records (already shown). Order of values: GalR3 antag, MEKK3 PB1 HTS, MEKK2 WT-MEK5, PHOSPHO1 block, MEKK2mut PB1 HTS, NALP1 inh, V1aR counter, OXTR ag, GPR7 antag
Shown for O=C(Nc1nccs1)C1CC(=O)N(Cc2ccco2)C1 (configuration not stated) → -5, /, /, 5, /, 7, -0.1, 0.4, 1
Shown for CCc1sc(C(=O)Nc2ccccc2N2CCOCC2)cc1C → -7, 89, 95, 37, -2, 11, -0.6, -2.9, -8

Continuation:
SMILES	GalR3 antag	MEKK3 PB1 HTS	MEKK2 WT-MEK5	PHOSPHO1 block	MEKK2mut PB1 HTS	NALP1 inh	V1aR counter	OXTR ag	GPR7 antag
O=C(Nc1nc(-c2ccccn2)cs1)c1ccc(Cl)s1	-1	108	112	-2	5	98*	2.0	2.7	-1
CCOc1ccc(OCC)c(-c2c(=O)n(OCc3ccccc3Br)c3ccccc3[n+]2[O-])c1	-8	102	99	18	3	-10	-0.2	-1.1	-15
O=C(CSc1nc2ccccc2[nH]1)Nc1cc(C(F)(F)F)ccc1N1CCOCC1	-5	101	97	20	-3	14	0.0	-0.4	-8
CC(CN1CCOCC1)OC(=O)c1ccc(C(C)(C)C)cc1 (configuration not stated)	-10	106	106	8	5	5	12	2.5	1
Cc1ccc(NS(=O)(=O)c2cc(C(=O)Nc3cccnc3)ccc2C)cc1	-3	99	98	23	1	2	/	/	-17
S=C(Nc1ccc(Br)cc1)Nc1ccc2c(c1)OCCO2	0	103	102	21	5	-10	4.2	3.6	-1
COc1ccc(N2C(=O)NC(NS(=O)(=O)c3ccc(NC(C)=O)cc3)(C(F)(F)F)C2=O)cc1 (configuration not stated)	-2	101	104	6	7	19	0.4	-0.8	-21
O=C(c1cccs1)N1CCN(c2ccc(F)cc2)CC1	-1	105	101	13	4	4	0.1	-0.2	1
O=C(NCCCn1ccnc1)c1cc(C(=O)C2CC2)c[nH]1	-2	101	102	-19	0	27	-0.4	0.2	-15
O=C(Nc1ccc(Cl)c(Cl)c1)OCCNC(=O)c1ccncc1	-3	98	96	24	-1	10	8.5	11	16
O=C1CSC(c2cccc([N+](=O)[O-])c2)N1c1ccccc1F (configuration not stated)	-5	103	100	-19	1	-1	1.0	-0.7	-16
CSc1nc(C)cc(OCCNS(=O)(=O)c2cc(C)ccc2C)n1	-2	101	106	35	3	11	3.1	1.1	-2

In the list so far, these contain a furan ring, fused or not:
SMILES	GalR3 antag	MEKK3 PB1 HTS	MEKK2 WT-MEK5	PHOSPHO1 block	MEKK2mut PB1 HTS	NALP1 inh	V1aR counter	OXTR ag	GPR7 antag
CCOc1ccccc1N(C(=O)c1ccco1)C(C(=O)NC1CCCC1)c1cccnc1 (configuration not stated)	-1	105	98	10	-2	6	-1.0	-1.7	10
O=C(NCC(=O)N(c1cccnc1)C(C(=O)NC1CCCCC1)c1ccccc1F)c1ccco1 (configuration not stated)	-2	101	103	35	4	6	-0.3	-0.5	-20
O=C(Nc1nccs1)C1CC(=O)N(Cc2ccco2)C1 (configuration not stated)	-5	/	/	5	/	7	-0.1	0.4	1

High-throughput results from PubChem BioAssay.
